Fam108B inh – Fam108B inhibition, counter-screen for RBBP9 inhibitors | 300,000 compounds, 0.33% hits | inhibition, % at 9.51 µM | recombinant Fam108B, FP-Rh probe fluorescence polarization | AID 1947;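 active = inhibition above the screen mean inhibition plus 3 SD, computed separately per campaign, cut at about 18% in these data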;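 note: inhibitors lower polarization as less probe binds the enzyme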
pPAFAH inh – pPAFAH (human) enzyme inhibition; Q13093; recombinant pPAFAH, FP-rhodamine probe fluorescence polarization; inhibition, % at 3.39 µM; 330,000 compounds, 1.5% hits; AID 463082;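 active = inhibition above the mean inhibition across the screen plus 3 SD, cut at about 25% in these data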;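 note: inhibitors block binding of the rhodamine activity-based probe so polarization drops; 0% = enzyme with DMSO and 100% = wells lacking pPAFAH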
Target sequence (Q13093 whole entry, looked up): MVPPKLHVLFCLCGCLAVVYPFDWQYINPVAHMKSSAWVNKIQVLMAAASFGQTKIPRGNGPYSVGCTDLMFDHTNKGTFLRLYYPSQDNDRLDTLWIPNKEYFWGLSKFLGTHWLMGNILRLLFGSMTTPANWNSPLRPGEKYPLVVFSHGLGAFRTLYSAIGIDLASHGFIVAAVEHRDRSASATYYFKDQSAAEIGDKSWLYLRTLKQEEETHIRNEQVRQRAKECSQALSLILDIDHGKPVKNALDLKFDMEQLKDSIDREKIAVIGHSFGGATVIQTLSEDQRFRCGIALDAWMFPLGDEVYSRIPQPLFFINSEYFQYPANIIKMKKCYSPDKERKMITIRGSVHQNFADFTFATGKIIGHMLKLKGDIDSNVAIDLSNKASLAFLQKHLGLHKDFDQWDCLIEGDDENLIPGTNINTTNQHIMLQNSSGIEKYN
PAFAH1B2 FP inh – PAFAH1B2 (human) inhibition; P68402; recombinant PAFAH1B2, FP-rhodamine activity probe, fluorescence polarization; inhibition, % at 3.39 µM; 340,000 compounds, 1.2% hits; AID 492953;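 active = inhibition above the mean of all tested compounds plus 3 SD, cut at about 24% in these data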;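 note: 0% = enzyme with DMSO and 100% = wells lacking PAFAH1B2; many of its hits are not listed in these tables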
Target sequence (P68402 whole entry, looked up): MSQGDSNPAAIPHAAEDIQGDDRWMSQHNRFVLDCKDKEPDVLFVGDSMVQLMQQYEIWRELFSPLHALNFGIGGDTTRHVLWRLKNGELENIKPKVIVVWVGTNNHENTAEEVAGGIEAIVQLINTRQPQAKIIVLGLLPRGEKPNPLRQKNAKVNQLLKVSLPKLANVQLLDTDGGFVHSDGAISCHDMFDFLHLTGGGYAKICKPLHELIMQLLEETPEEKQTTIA
GSTO1 counter – GSTO1 inhibition, counter-screen for RBBP9 inhibitors. inhibition, % at 5.96 µM. 300,000 compounds, 1.1% hits. recombinant GSTO1, activity-based probe fluorescence polarization;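 active = inhibition above the campaign mean inhibition plus 3 SD, cut at about 35% in these data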;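 note: 0% = GSTO1-1 with DMSO and 100% = wells lacking GSTO1-1 enzyme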
PAFAH1B3 inh – inhibitors of human PAFAH1B3; AID 492972; 340,000 compounds, 0.28% hits; inhibition, % at 3.39 µM; Q15102; recombinant PAFAH1B3, FP-rhodamine probe, fluorescence polarization;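 active = inhibition above the screen-wide average of all tested compounds plus 3 SD, cut at about 25% in these data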;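 note: 0% = enzyme with DMSO only and 100% = wells lacking PAFAH1B3 protein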
PME-1 primary – PME-1 (human) inhibition. recombinant PME-1, FP-Rh probe fluorescence polarization. inhibition, % at 5.9 µM. 320,000 compounds, 0.53% hits. AID 2130;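 active = inhibition above the campaign mean of all compounds plus 3 SD, cut at about 26% in these data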;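 note: competitive labeling of PME-1 active site by serine hydrolase directed probe; 0% = PME-1 with DMSO and 100% = wells lacking PME-1 enzyme; inhibitors block probe labeling so polarization falls and inhibition rises; many of its hits are not listed in these tables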
PAD4 inh – inhibitors of human PAD4 | AID 485272 | inhibition, % at 6.36 µM | Q9UM07 | recombinant PAD4, RCA probe fluorescence polarization | 330,000 compounds, 0.41% hits;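 active = percent inhibition above a cutoff equal to the mean of all tested compounds plus 3 SD, cut at about 15% in these data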;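 note: 0% = PAD4 with RCA probe and DMSO and 100% = probe without PAD4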
LYPLA1 counter – LYPLA1 (human) inhibition in PME1 counter-screen; O75608; recombinant LYPLA1, FP-Rh probe fluorescence polarization; inhibition, % at 5.9 µM; 320,000 compounds, 0.16% hits;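 active = inhibition above the mean of all tested compounds plus 3 SD, set per campaign, cut at about 14% in these data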;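 note: inhibitors block serine hydrolase probe labeling of LYPLA1 so polarization falls; 0% = enzyme with DMSO and 100% = wells lacking LYPLA1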
Target sequence (O75608 whole entry, looked up): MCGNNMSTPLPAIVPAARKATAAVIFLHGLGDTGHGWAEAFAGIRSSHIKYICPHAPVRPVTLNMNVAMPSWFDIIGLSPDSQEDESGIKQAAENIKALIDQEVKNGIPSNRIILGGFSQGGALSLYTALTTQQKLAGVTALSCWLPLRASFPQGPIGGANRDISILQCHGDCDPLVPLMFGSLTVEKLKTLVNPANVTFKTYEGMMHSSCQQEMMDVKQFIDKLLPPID
PAFAH2 inh – inhibitors of human PAFAH2; Q99487; recombinant PAFAH2, FP-rhodamine activity probe, fluorescence polarization; inhibition, % at 3.39 µM; 340,000 compounds, 0.99% hits; AID 492956;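 active = inhibition above the mean over all tested compounds plus 3 SD, cut at about 30% in these data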;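 note: inhibitors block probe labeling of enzyme so polarization drops; 0% = enzyme with DMSO and 100% = wells lacking PAFAH2 protein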
* marks the source's active call; other numbers are inactive results; / = no result given. These rows are one share of the data, so the mix of outcomes need not match the whole.

SMILES	Fam108B inh	pPAFAH inh	PAFAH1B2 FP inh	GSTO1 counter	PAFAH1B3 inh	PME-1 primary	PAD4 inh	LYPLA1 counter	PAFAH2 inh
COc1cccc(NC2c3ccccc3C(=O)N2Cc2ccccc2Cl)c1 (centres undefined)	-0.7	-0.6	6.4	-1.6	5.3	1.8	-0.8	-2.2	0.5
Cc1cccc2cc(C3CC(c4cccs4)=NN3S(C)(=O)=O)c(Cl)nc12 (centres undefined)	-6.6	5.7	2.7	-14.0	-1.6	7.7	1.2	-2.8	-3.2
Cc1ccc(S(=O)(=O)N(C)c2ccc(C(=O)NCC3CCCO3)cc2)cc1 (centres undefined)	-1.9	-0.6	1.4	4.7	8.3	3.4	-3.2	3.0	-0.8
O=C(NN1CCOCC1)c1cc(-c2cccs2)nc2ccccc12	4.9	3.9	-0.2	2.5	-2.4	3.5	3.1	3.8	3.9
CCCCCn1c(CN2CCN(C(=O)OCC)CC2)nc2c1c(=O)[nH]c(=O)n2C	1.6	6.0	-2.5	1.4	3.0	-5.2	-2.3	0.9	3.5
CCOC(=O)c1c(-c2cccs2)csc1NC(=O)COC(=O)c1c(C)noc1C	-6.6	12.2	-3.7	1.4	8.1	-7.2	1.6	-1.7	-2.8
CCOC(=O)c1c(-c2ccco2)csc1NC(=O)COC(=O)c1cnccn1	-5.3	15.6	-0.7	11.3	-1.5	-14.8	-14.5	-1.7	7.8
CC1(C)CC(NC(=O)C23CCC(C)(/C(=N/O)C2)C3(C)C)CC(C)(C)N1 (centres undefined)	2.0	-0.2	0.6	5.7	5.5	-3.3	3.9	-1.5	-2.9
CCc1ccc2oc(-c3cccc(NC(=O)c4cccnc4)c3)nc2c1	-8.9	-9.7	1.7	-15.6	2.6	-4.7	-3.1	-15.4	-4.7
O=C(Nc1ccccc1)Nc1ccc2ccccc2c1	6.5	2.1	1.1	14.6	4.5	0.4	-2.6	-4.0	1.7
CCN1CCN(CC(=O)Nc2nc3ccc(OC)cc3s2)CC1	-1.7	0.8	-1.9	-4.4	8.4	2.5	0.5	-0.3	1.1
O=C(CNC(=O)c1ccc(Br)cc1)NCC(=O)OCC(=O)c1ccccc1	-1.5	0.0	1.9	-8.7	2.5	1.7	-1.6	4.5	2.5
O=C(Cc1ccccc1)N/N=C/C=C/c1ccccc1[N+](=O)[O-]	-0.7	6.9	/	8.5	/	8.0	-2.4	-0.6	/
Cc1ccc(-c2cc(C(=O)NNC(=O)c3csc(N4CCOCC4)n3)c3ccccc3n2)cc1	/	7.9	6.2	/	-1.6	5.8	-0.4	-6.9	-1.2
Cc1nnc(SC(C)C(=O)NC2CCCCC2C)n1N (centres undefined)	2.2	-1.1	0.8	7.3	5.0	0.5	-4.1	-1.5	-1.1

Next part, overlapping the part above by 2 compounds.
SMILES	Fam108B inh	pPAFAH inh	PAFAH1B2 FP inh	GSTO1 counter	PAFAH1B3 inh	PME-1 primary	PAD4 inh	LYPLA1 counter	PAFAH2 inh
Cc1ccc(-c2cc(C(=O)NNC(=O)c3csc(N4CCOCC4)n3)c3ccccc3n2)cc1	/	7.9	6.2	/	-1.6	5.8	-0.4	-6.9	-1.2
Cc1nnc(SC(C)C(=O)NC2CCCCC2C)n1N (centres undefined)	2.2	-1.1	0.8	7.3	5.0	0.5	-4.1	-1.5	-1.1
CC1=NN(c2ccccc2)C(=O)C1C=Nc1ccc(N(C)C)cc1 (centres undefined)	0.9	34.1*	/	62.7*	/	9.9	51.3*	2.4	/
O=C(NCCO)C1COc2ccccc2O1 (centres undefined)	-0.5	0.0	5.5	4.7	12.7	0.2	1.4	0.0	-5.0
CC(C)(C)c1ccc(CSc2nnc(-c3ccccn3)n2Cc2ccco2)cc1	-4.8	2.5	12.1	-2.0	-1.3	-1.3	3.3	-1.6	3.4
CCOc1ccc(C(=O)Nc2nnc(SCC(=O)NCC3CCCO3)s2)cc1 (centres undefined)	2.5	0.4	-1.5	4.2	1.2	1.7	-1.1	0.0	-0.3
COc1ccc(NC2CCCN(C(=O)c3ccc4[nH]c(C)c(C)c4c3)C2)cc1 (centres undefined)	1.4	4.1	2.3	-0.3	5.9	6.3	-1.2	2.6	2.4
COC(=O)C1=C(C)Nc2nnnn2C1c1ccccc1Cl (centres undefined)	4.7	-0.8	-4.8	-2.3	-3.2	1.5	-4.6	4.7	1.1
Cc1ccc(-n2c(P(C)(=O)O)nc3ccccc32)cc1	2.4	4.8	1.4	0.1	8.3	-2.7	-1.3	-1.1	3.3
COc1cccc(-c2nn(-c3ccccc3)cc2CN(C)Cc2ccon2)c1	3.3	0.7	-0.1	5.0	10.6	4.4	-2.3	-0.8	6.4
O=C(Nc1ccc(Cl)cc1)Nc1nnc(SCc2ccccc2)s1	-2.6	-7.4	1.2	4.4	-4.1	5.3	1.0	-2.3	-6.1
CC(C(=O)NCCCc1ccccc1)n1cccc1C(=O)c1ccccc1 (centres undefined)	1.7	-0.3	16.5	10.3	7.0	-3.9	0.4	-1.1	4.7
COc1ccc(O)c(/C=N/NC(=O)CCC(=O)Nc2ccc(C)cc2)c1	-3.3	2.7	2.5	2.6	5.0	4.3	-2.4	1.6	8.7
CCOC(=O)/C(C(N)=NCCCO)=C(/O)c1ccccc1	4.1	-0.4	-1.0	4.0	3.1	-3.5	1.1	-3.3	0.4
CC1(C)OC(=O)C(=CNc2ccc(F)cc2)C(=O)O1	0.5	1.7	0.5	-7.1	6.3	1.2	-3.2	4.8	-9.4
CCc1nc2ccc(C(=O)N3CCN(c4cccc(OC)c4)CC3)cc2nc1CC	-3.6	-0.9	1.3	1.2	6.8	3.7	-1.1	0.2	-1.6
O=C(Cn1c(=O)c(=O)n(Cc2ccccc2)c2ccc(Cl)cc21)Nc1ccc(F)cc1F	0.8	3.1	-1.1	-32.1	-0.2	3.4	1.3	0.6	-4.9
COc1cc(/C=C(/C#N)C(=O)NCCCc2ccccc2)ccc1OCC(=O)O	-1.5	0.8	8.9	4.4	9.0	-6.3	-0.4	-3.2	-0.9
Cc1cc(C)nc(SCC(=O)Nc2ccc(N3CCOCC3)c(Cl)c2)n1	-1.1	10.0	-2.7	24.2	2.7	-0.5	8.7	4.1	11.9
Cc1ccc(C(=O)Oc2cc(-c3ccccc3)no2)cc1	-4.9	-0.5	4.8	9.0	0.0	3.0	-2.2	-0.5	-1.4
CC(=O)Nc1cc(-c2ccc(Cl)cc2)[nH]n1	-7.4	1.5	12.4	12.1	6.7	-1.1	-4.0	-3.1	8.2
CCOC(=O)c1c(/N=C/N(C)C)sc(C=O)c1-c1ccccc1	-1.6	-2.1	3.2	-2.5	5.9	-4.5	-1.6	-2.9	3.1
COc1ccc(CN2CN(C3CCCC3)CSC2=S)cc1	2.0	4.2	2.3	-2.0	9.1	4.1	-3.2	2.9	8.2
CN1CCN(c2ccc(C(F)(F)F)cc2NC(=O)Nc2ccccc2)CC1	-0.4	-1.2	4.1	4.5	10.0	1.0	1.5	-6.9	-9.2
Cc1sc2c(c1C)CN(C1CC(C)(C)NC(C)(C)C1)CN2C(=O)c1ccco1	4.0	4.5	/	31.7	/	8.6	-0.6	3.2	/
COc1ccc(-c2ccc(-c3noc(-c4cccs4)n3)c(OC)n2)cc1	-11.8	1.8	-1.2	-11.9	-2.1	-7.3	-6.7	-0.5	-5.2
Cc1nccn1CC(=O)N/N=C/c1ccccc1O	-2.1	4.6	7.0	1.9	1.2	-4.1	-0.9	1.1	-10.3
O=C1CC(c2cccs2)c2cc3c(cc2N1)OCCO3 (centres undefined)	5.9	2.2	1.5	-2.4	2.4	-0.8	3.5	-0.7	6.6
Cc1cc2nc(C(F)(F)F)[nH]c(=O)n2n1	0.7	0.4	4.3	-2.4	-2.6	1.8	9.2	3.5	-11.4
O=C(NCc1cccs1)c1cnn2cccnc12	1.1	0.1	2.1	2.6	-0.3	-7.1	-1.2	-4.2	-4.4
COc1ccc(C(=O)CCC(=O)NCCc2ccccc2F)cc1	-1.8	1.7	5.7	5.0	3.0	0.6	-3.2	-1.7	4.2
CC1=NN(C(N)=S)C(=O)C1N=Nc1ccc(C)c(Br)c1 (centres undefined)	10.6	3.5	7.6	-1.1	11.2	2.9	-2.2	0.1	41.6*

One compound at a time, from the list above.
Listed for CN1CCN(c2ccc(C(F)(F)F)cc2NC(=O)Nc2ccccc2)CC1 : Fam108B inh: -0.4; pPAFAH inh: -1.2; PAFAH1B2 FP inh: 4.1; GSTO1 counter: 4.5; PAFAH1B3 inh: 10.0; PME-1 primary: 1.0; PAD4 inh: 1.5; LYPLA1 counter: -6.9; PAFAH2 inh: -9.2
Listed for CC1=NN(c2ccccc2)C(=O)C1C=Nc1ccc(N(C)C)cc1 (centres undefined) : Fam108B inh: 0.9; pPAFAH inh: 34.1*; PAFAH1B2 FP inh: /; GSTO1 counter: 62.7*; PAFAH1B3 inh: /; PME-1 primary: 9.9; PAD4 inh: 51.3*; LYPLA1 counter: 2.4; PAFAH2 inh: /
Listed for Cc1cc2nc(C(F)(F)F)[nH]c(=O)n2n1 : Fam108B inh: 0.7; pPAFAH inh: 0.4; PAFAH1B2 FP inh: 4.3; GSTO1 counter: -2.4; PAFAH1B3 inh: -2.6; PME-1 primary: 1.8; PAD4 inh: 9.2; LYPLA1 counter: 3.5; PAFAH2 inh: -11.4

Back to the main list, repeating the 3 entries before the break.
SMILES	Fam108B inh	pPAFAH inh	PAFAH1B2 FP inh	GSTO1 counter	PAFAH1B3 inh	PME-1 primary	PAD4 inh	LYPLA1 counter	PAFAH2 inh
O=C(NCc1cccs1)c1cnn2cccnc12	1.1	0.1	2.1	2.6	-0.3	-7.1	-1.2	-4.2	-4.4
COc1ccc(C(=O)CCC(=O)NCCc2ccccc2F)cc1	-1.8	1.7	5.7	5.0	3.0	0.6	-3.2	-1.7	4.2
CC1=NN(C(N)=S)C(=O)C1N=Nc1ccc(C)c(Br)c1 (centres undefined)	10.6	3.5	7.6	-1.1	11.2	2.9	-2.2	0.1	41.6*
CCOC(=O)c1ccc(-c2ccc(/C=N/NC(=O)CN(c3ccccc3Cl)S(C)(=O)=O)o2)cc1	-2.5	-3.5	1.3	-3.0	-1.4	-0.7	1.1	0.0	-25.8
COc1ccc(-c2nnc(SCC(=O)Nc3cc(C)on3)n2N)cc1OC	-0.8	0.2	-8.0	0.3	-5.3	6.1	-12.5	1.0	-4.4
CCOC(=O)[C@H]1[C@H]2COc3ccc(OC)cc3[C@@H]2N2C(=O)CN(Cc3ccco3)C(=O)[C@@]12C	/	-0.7	-0.7	/	5.5	2.7	-4.4	0.5	0.9
CC1=C(C(=O)N2CCOCC2)C(c2ccccc2F)C2=C(CC(C)(C)CC2=O)N1 (centres undefined)	0.3	5.5	1.1	1.5	9.5	0.7	3.3	4.7	2.9
CCCCC(CCC(=O)Nc1cccc([N+](=O)[O-])c1)C(=O)O (centres undefined)	-0.2	2.5	3.4	8.6	6.9	-1.4	-1.9	0.8	4.6
CCN1CCN(C(=O)c2ccc3c(c2)S(=O)(=O)c2ccccc2C3=O)CC1	5.3	3.7	0.0	-11.2	8.7	2.1	1.0	5.7	4.2
Cc1oc(/N=C/c2cccc([N+](=O)[O-])c2)c(C#N)c1C	0.1	1.4	-2.2	8.7	11.2	-3.3	-5.5	4.4	6.3
